# EBI2 block: EBI2 receptor antagonists, beta-arrestin recruitment, primary screen, cell-based, luminescence, 7a,25-OHC stimulation, uHTS; inhibition, % at 5 µM; G-protein coupled receptor 183 (Homo sapiens), P32249; 7a,25-OHC stimulated; hit rate 0.81% among 360,000; in the data active = inhibition above about 38%;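 also: enzyme fragment complementation signal reports receptor beta-arrestin coupling in cells; 0% = agonist plus DMSO wells and 100% = wells without agonist; some results beyond the cut were filed as inactive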
# Target sequence (P32249 whole entry, looked up, the tested form may be a part): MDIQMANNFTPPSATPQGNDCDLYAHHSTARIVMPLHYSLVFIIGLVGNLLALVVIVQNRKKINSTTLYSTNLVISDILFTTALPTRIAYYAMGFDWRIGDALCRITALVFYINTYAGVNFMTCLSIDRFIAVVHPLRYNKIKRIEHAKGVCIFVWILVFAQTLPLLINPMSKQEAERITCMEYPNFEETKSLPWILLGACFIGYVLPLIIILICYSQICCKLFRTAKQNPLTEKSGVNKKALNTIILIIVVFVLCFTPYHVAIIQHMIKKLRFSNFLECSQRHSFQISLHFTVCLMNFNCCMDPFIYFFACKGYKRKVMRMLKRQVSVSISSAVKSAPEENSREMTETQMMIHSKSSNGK
# CXCR6 block: CXCR6 receptor inhibitors, primary screen, cell-based, beta-arrestin, luminescence, CHO-K1 PathHunter, 1536-well | AID 602244, 2012 | C-X-C chemokine receptor type 6 (Homo sapiens), O00574 | inhibition, % at 20 µM | hit rate 0.36% among 360,000; in the data active = inhibition above about 34%, passing the limit was not always enough;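 also: antagonist mode with CXCL16 agonist at 10 nM final; 0% = 10 nM CXCL16 with DMSO and 100% = unstimulated wells without agonist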
# Target sequence (O00574 whole entry, looked up): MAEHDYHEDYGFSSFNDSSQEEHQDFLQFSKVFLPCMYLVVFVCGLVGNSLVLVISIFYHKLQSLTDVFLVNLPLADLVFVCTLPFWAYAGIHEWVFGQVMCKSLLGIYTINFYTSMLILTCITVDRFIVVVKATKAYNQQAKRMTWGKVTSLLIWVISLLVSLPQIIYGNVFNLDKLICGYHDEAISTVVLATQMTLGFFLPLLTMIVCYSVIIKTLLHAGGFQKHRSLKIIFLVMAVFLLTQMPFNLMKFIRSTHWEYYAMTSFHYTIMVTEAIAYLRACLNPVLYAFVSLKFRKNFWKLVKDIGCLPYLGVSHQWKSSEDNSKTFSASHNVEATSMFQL
# ATG4B inhibitor: ATG4B protease inhibitors, primary screen, biochemical, fluorescence, uHTS | Cysteine protease ATG4B (Homo sapiens), Q9Y4P1 | AID 504462, 2011 | hit rate 0.51% among 340,000 | inhibition, % at 8.33 µM | ATG4B cleavage of LC3-PLA2, NBD-HPC fluorescence, 1 h; in the data active = inhibition above about 40%
# APJ antag: antagonists of human apelin receptor APJ, primary screen, CHO-K1 cells, beta-arrestin complementation, luminescence | P35414 | inhibition, % at 20 µM | hit rate 0.32% among 330,000 | AID 2521, 2010;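 active = inhibition above about 40% at 20 µM, limit read from the data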;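 also: cells challenged with 10 nM apelin-13 agonist together with compound; plate controls were apelin-13 plus DMSO wells for no effect and DMSO wells lacking apelin-13 for full effect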
# Gli-Sufu block: Gli-Sufu pathway antagonists, primary screen, luciferase luminescence, Sufu-KO-LIGHT cells, uHTS. inhibition, % at 5 µM. Sufu-KO-LIGHT fibroblasts, Gli luciferase reporter luminescence. hit rate 0.74% among 340,000;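 active = inhibition above about 55%, limit read from the data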;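 also: 0% = DMSO-treated cells and 100% = wells with medium but no cells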
# UBC13 polyUb: UBC13 polyubiquitin chain formation inhibitors, primary screen, biochemical, TR-FRET, uHTS. inhibition, % at 20 µM. hit rate 0.47% among 330,000. Ubiquitin-conjugating enzyme E2 N (Homo sapiens), P61088; in the data active = inhibition above about 45%, passing the limit was not always enough
# Target sequence (P61088 whole entry, looked up): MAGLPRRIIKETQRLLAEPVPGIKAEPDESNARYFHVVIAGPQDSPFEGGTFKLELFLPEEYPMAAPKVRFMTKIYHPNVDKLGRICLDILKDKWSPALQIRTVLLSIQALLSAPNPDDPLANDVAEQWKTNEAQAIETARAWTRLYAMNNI
# APJ ag: agonists of human apelin receptor APJ, primary screen, CHO-K1 cells, PathHunter beta-arrestin, luminescence; 0% DMSO wells, 100% apelin; activation, % at 20 µM; hit rate 0.11% among 330,000; P35414;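 active = activation more than six SD over the plate average, tested at 20 µM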;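 also: 0% = DMSO alone and 100% = apelin-13 at 10 nM; some results filed as inactive read as strong as hits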
#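 Incubation: overnight seeding, 90 min compound at 25 °C, 1 h detection; test system: PathHunter CHO-K1 APJ (AGTRL-1) beta-arrestin reporter cells; amount: 1000 cells/well; doses: one dose, 20 µM compound, 1% DMSO; measured by: beta-gal luminescence; measure: agonist-driven arrestin binding to APJ; benchmarks: negative DMSO alone, positive Apelin-13 at 10 nM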
# CCR6 antag: CCR6 receptor antagonists, primary screen, cell-based, CHO-K1, luminescence, beta-arrestin, uHTS; C-C chemokine receptor type 6 (Homo sapiens), P51684; CHO-K1 CCR6 PathHunter beta-arrestin, CCL20-stimulated; inhibition, % at 20 µM; hit rate 0.49% among 340,000;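 active = compounds whose inhibition of the agonist-driven luminescence signal at 20 µM reaches about 50%, limit read from the data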;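 also: cells stimulated with CCL20 at 14 nM final; plate controls were DMSO with CCL20 for no effect and DMSO without agonist for full effect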
# An asterisk follows results filed as active; . = no result given.
nr	smiles	EBI2 block	CXCR6 block	ATG4B inhibitor	APJ antag	Gli-Sufu block	UBC13 polyUb	APJ ag	CCR6 antag
1	Cc1cccc(-c2nc(NCCCN3CCOCC3)c3ccccc3n2)c1	-2.4	-0.5	-0.2	-10.7	4.9	7.5	-3.2	-0.7
2	CCC(C)c1ccc(NC(=S)NC(C)C2CCCO2)cc1 (stereo unspecified)	4.0	6.5	-5.2	-7.9	2.0	3.1	-2.8	17.7
3	CC(=O)c1cccc(NC(=O)c2ccc3c(c2)OCO3)c1	-8.3	-5.7	-4.5	-32.2	-1.4	-6.5	0.5	19.4
4	Cc1ccc(OCc2cn3cccnc3n2)cc1	4.9	-1.7	-6.1	3.4	-18.2	5.6	0.9	-5.5
5	CNC1(c2nnnn2-c2ccccc2C)CCOC(C)(C)C1 (stereo unspecified)	-0.5	-4.3	-7.6	-17.5	-2.7	5.4	-1.9	-0.2
6	Cn1c(Cc2cccs2)nnc1SCC(=O)Nc1ccccc1F	-6.8	3.3	3.9	20.0	-17.5	5.7	2.0	-0.1
7	COc1cc(C(=O)NCc2nnc(SCC(=O)NC3CCCCC3)o2)cc(OC)c1OC	2.6	0.7	-5.0	5.4	-16.4	2.8	0.0	4.3
8	CNC(=O)COc1ccc(-c2nn(C)c(=O)c3ccccc23)cc1	8.6	-5.4	-3.7	-5.1	9.5	-9.5	-1.6	5.8
9	C=CCOc1ccc(C(=O)NC2CCCCC2)cc1	-13.1	-2.0	9.3	11.9	-56.7	2.4	-0.8	2.9
10	Cc1cccc(OCCC(=O)Nc2ccc(F)c(Cl)c2)c1	-1.5	6.4	11.1	-7.9	30.9	10.4	-0.1	21.5
11	CC(C)=C[C@H]1C[C@H](C)[C@H]2CC[C@H](C)c3c(O[C@@H]4OC[C@@H](O)[C@H](O)C4O)c(O)c(C)c1c32 (stereo partly specified)	-11.5	-8.7	-16.8	23.2	-10.8	23.7	0.6	-10.0
12	N#Cc1c(-c2ccc3c(c2)OCO3)csc1N	-6.0	1.8	-2.7	-12.2	-19.6	2.9	-0.5	-0.5
13	COc1ccc(C(=O)NCCCOC(=O)c2ccc(OC)cc2)cc1	1.9	-7.9	-6.8	-3.5	-2.7	7.6	4.3	-3.7
14	COc1ccc(C(=O)NC(=S)Nc2ccc3oc(=O)ccc3c2)cc1[N+](=O)[O-]	8.9	29.8	1.6	36.9	-3.3	-15.6	-4.4	45.7
15	Cc1cccc(OCC2CCCN(Cc3nc(C4CC4)no3)C2)c1 (stereo unspecified)	10.0	8.0	-3.2	-7.1	6.9	-10.9	-0.5	8.2
16	COc1cccc(C=CC(=O)C=CC=Cc2ccccc2)c1	9.2	2.2	-6.3	.	-1.3	.	.	7.9
17	Cc1cc(C)c2nc(/N=C(\N)NC(=O)c3ccccc3)nc(C)c2c1	16.7	2.9	-10.1	2.2	7.7	3.8	-5.1	5.1
18	Cc1cccc(C)c1NC(=O)N1CCN(C2CCCCC2)CC1	-4.8	0.5	-7.1	5.2	2.0	-5.9	-1.8	1.4
19	CCc1ccc(N2CC34C=CC(O3)C(C(=O)OC(C)C)C4C2=O)cc1 (stereo unspecified)	-5.6	3.1	-2.5	12.9	1.8	-0.3	-4.8	-5.4
20	C=CCNS(=O)(=O)CC12CCC(CC1=O)C2(C)C (stereo unspecified)	6.2	-1.5	-3.8	4.0	5.7	-6.2	5.1	1.0
21	O=C(Cn1cnc(S(=O)(=O)N2CCCC2)c1)Nc1cccc(F)c1	-0.1	6.8	5.1	21.6	-5.2	18.7	-3.0	-1.2
22	Cc1oc2ccc(NS(=O)(=O)c3ccc(F)cc3)cc2c1C(=O)O	-0.6	-7.5	3.9	-23.8	13.0	1.7	0.7	-8.7
23	Cc1nc(SCC(=O)NCC2CCCO2)[nH]c(=O)c1C (stereo unspecified)	-18.7	5.3	1.4	-2.7	-0.9	0.5	1.6	8.8
24	CN(C(=O)COC(=O)Cc1c(Cl)cccc1Cl)c1c(N)n(Cc2ccccc2)c(=O)[nH]c1=O	-11.8	4.0	-2.0	12.8	-8.8	2.8	-1.0	3.9
25	C=CCNC(=O)c1c(Cl)cnn1-c1ccc(C)cc1	0.6	-1.3	0.5	14.8	-55.6	-7.4	-4.9	19.9
26	CCc1nnc2c(N(C)C)nc3ccccc3n12	2.4	-8.4	3.6	11.8	-2.4	-1.4	-0.1	3.6
27	C#Cc1ccc([C@@H]2C=C(C(=O)N3CCN(Cc4ccccc4)CC3)O[C@H](OCCCCO)C2)cc1	8.3	-2.1	.	-24.7	.	-2.1	-3.9	.
28	O=C1CCN(Cc2ccc(Br)cc2)CCN1[C@H](CO)Cc1ccccc1	5.7	25.1	-9.2	45.2*	9.6	10.9	-4.7	19.1
29	FC(F)(F)c1cccc(N2CCN(CC3CC4C=CC3C4)CC2)c1 (stereo unspecified)	8.2	-10.9	23.1	19.6	5.5	5.8	-0.4	9.1
30	O=S(=O)(Nc1ccc(Cc2ccncc2)cc1)N1CCCC1	1.0	-5.7	-2.2	7.2	0.7	5.6	-1.9	6.8
31	OC(COc1ccc2cc(Br)ccc2c1)CN1CCCC1 (stereo unspecified)	20.9	1.2	-2.8	-1.8	13.7	11.0	2.7	19.6
32	Cc1cc(Br)cc(Cl)c1OC(=O)c1ccncc1	-9.4	4.8	-5.4	12.8	8.5	2.2	0.3	9.6
33	C/C(=N\NC(=O)c1nnn(-c2nonc2N)c1-c1ccccc1)c1ccccc1O	2.2	-7.3	-2.2	-2.0	68.1*	3.8	-0.2	2.6
34	Cc1ccc(NC(=O)/C(C#N)=C/c2ccc(Sc3nc(C)cc(C)n3)o2)cc1	8.6	-2.0	-14.1	4.4	-1.3	5.8	-1.2	4.6
35	Cc1cc2ccccn2c1C(=O)c1ccncc1	-15.9	-6.9	-5.3	-13.1	-6.1	0.2	-0.3	-2.7
36	O=C(COc1ccc2c(c1)CCC2)N1CCN(c2cccc(C(F)(F)F)c2)CC1	31.6	4.0	-0.3	14.1	-5.2	6.5	-3.6	30.1
37	CCN(C(=O)COC(=O)c1cc(=O)c2ccccc2o1)c1c(N)n(Cc2ccccc2)c(=O)[nH]c1=O	-0.7	10.4	-2.7	25.4	-7.0	-2.9	-1.2	2.4
38	C/C(=N\NC(=O)Cn1nc(C)cc1C)c1ccc([N+](=O)[O-])cc1	-9.0	4.2	-5.5	-5.7	-1.4	2.2	2.2	-4.5
39	CN(Cc1ncc[nH]1)Cc1cn(-c2ccccc2)nc1-c1ccc2c(c1)OCO2	-9.4	1.3	8.3	14.8	6.5	-6.7	0.1	14.9
40	CCOc1cc(S(=O)(=O)N2CCCCCC2)ccc1F	0.5	-9.3	-4.4	-23.2	-3.4	10.8	-3.2	5.0
41	CCOc1ccc(NC(=S)/C(=C(\[O-])c2ccc(C)c([N+](=O)[O-])c2)[n+]2ccccc2)cc1	3.1	1.4	7.0	-21.2	8.5	-7.2	0.5	21.3
42	CCOCCCn1c(=NC(C)=O)c(C#N)cc2c(=O)n3cccc(C)c3nc21	-9.5	2.7	-4.7	-12.3	12.4	-3.9	-5.7	14.2
43	CCC(C)COC(=O)c1ccc(C(=O)O)cc1 (stereo unspecified)	0.0	2.8	-8.6	3.7	-16.8	-9.7	2.0	3.6
44	O=C(CCCCCn1c(=O)[nH]c2ccsc2c1=O)NCc1ccc(F)cc1	-8.4	-1.9	9.1	6.7	-9.1	17.2	-4.8	13.6
45	CC(OC(=O)Cc1ccccc1[N+](=O)[O-])C(=O)Nc1ccc(Cl)cn1 (stereo unspecified)	7.8	-4.9	3.1	-42.5	-5.3	-9.0	-6.9	6.0
46	COc1ccc(/C=N/NC(=O)c2sccc2C)c2ccccc12	8.8	-2.3	-11.4	10.6	-25.6	10.4	-4.1	9.5
47	CN(C(=O)CCS(=O)(=O)c1cc2c(cc1Cl)NC(=O)CO2)C1CCCCC1	-1.8	2.9	-14.6	2.1	-0.6	2.6	-1.0	2.8
48	Cc1c(Cl)c([N+](=O)[O-])nn1CCCC(=O)Nc1cccc(O)c1	-5.7	-0.7	0.5	19.2	6.2	-1.1	-3.2	17.9
49	O=C(Cn1cc(COc2ccc(Br)cc2[N+](=O)[O-])nn1)c1ccc(O)cc1	16.7	19.4	.	.	-9.1	.	.	29.8
50	COc1ccc(-n2c(SC)nc3sc4c(c3c2=O)CCN(C)C4)cc1	-4.6	1.2	4.2	-16.3	23.4	3.3	2.8	15.2

# Four compounds from above, sorted by the number in CXCR6 block, descending:
entry | molecule | CXCR6 block
50 | COc1ccc(-n2c(SC)nc3sc4c(c3c2=O)CCN(C)C4)cc1 | 1.2
3 | CC(=O)c1cccc(NC(=O)c2ccc3c(c2)OCO3)c1 | -5.7
33 | C/C(=N\NC(=O)c1nnn(-c2nonc2N)c1-c1ccccc1)c1ccccc1O | -7.3
26 | CCc1nnc2c(N(C)C)nc3ccccc3n12 | -8.4

# Returning to the listing with the 2 entries that preceded the break.
nr	smiles	EBI2 block	CXCR6 block	ATG4B inhibitor	APJ antag	Gli-Sufu block	UBC13 polyUb	APJ ag	CCR6 antag
49	O=C(Cn1cc(COc2ccc(Br)cc2[N+](=O)[O-])nn1)c1ccc(O)cc1	16.7	19.4	.	.	-9.1	.	.	29.8
50	COc1ccc(-n2c(SC)nc3sc4c(c3c2=O)CCN(C)C4)cc1	-4.6	1.2	4.2	-16.3	23.4	3.3	2.8	15.2
51	Cc1ccc(NC(=O)c2cc3ccccc3oc2=N)cc1	14.9	-12.1	2.6	-15.8	-27.0	-10.4	-2.2	10.4
52	Cc1ccc(-n2ncc(C(=O)NCC3CCN(C4CCCC4)C3)c2C2CCN(C(=O)OC(C)(C)C)CC2)cc1 (stereo unspecified)	-1.0	11.4	0.0	-8.8	32.8	3.7	-1.0	17.1
53	COc1ccc(-c2nnc(SCC(=O)NC3CCCCC3)n2N)cc1	-5.8	2.6	7.7	-0.4	-6.5	4.3	-4.1	9.6
54	CCC(Oc1cc(Cl)ccc1Cl)C(=O)N1CCCN(C)CC1 (stereo unspecified)	-3.2	5.1	2.0	16.2	4.7	-1.9	-6.0	10.0
55	Cc1cc(-c2ccccc2)nc(N(C)C)c1S(C)(=O)=O	4.0	-15.5	-8.1	17.4	2.7	-10.1	-3.1	8.1
56	CCN(CC)CCN1C(=O)c2ccccc2NC1c1ccc(C)cc1 (stereo unspecified)	2.7	-1.7	-4.8	25.7	-1.7	9.2	-1.9	22.1
57	CCOC(=O)c1ccc(-c2ccc(/C=N/NC(=O)Cc3nnc(N)s3)o2)cc1	-4.3	1.2	-0.2	4.4	-53.4	-8.6	0.5	18.5
58	CC(=O)NCCNc1ccc([N+](=O)[O-])cc1C#N	-4.9	-1.1	-13.4	-3.8	-2.5	-18.6	-1.9	5.2
59	Cc1ccc(C(=O)O)cc1NC(=O)CSc1ncnc2sc3c(c12)CCC3	-1.1	1.8	5.9	-10.5	-3.0	-12.4	-2.5	10.5
60	CCN(CC)S(=O)(=O)c1ccc(N2CCCC2)c(NS(=O)(=O)c2ccc(OC)cc2)c1	1.5	-7.2	0.9	-2.5	-3.2	3.9	-2.2	14.6
61	COc1ccc2c(c1)c(C(=O)N/N=C/c1cccs1)c(C)n2C	-9.7	2.4	-9.9	11.1	-4.6	-3.1	-2.3	5.9
62	Cc1ccc(NCC(=O)c2ccc([N+](=O)[O-])cc2)cc1	15.4	-2.9	2.5	-12.8	-17.1	-16.3	8.8	-3.9
